Source: PubChem BioAssay (several laboratories)
RTF Ca sens inh = cardiac RTF calcium desensitization. inhibition, % at 7.15 µM. IANBD-labeled cardiac RTF, Ca2+ fluorescence. P19429+P45379. AID 493244. actives 0.12% (n = 340,000);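 active = inhibition above the mean inhibition of all tested compounds plus 3 SD, cut at about 17% in these data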;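 note: assay run at fixed EC70 calcium of 1.6 mM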
OPRM1-OPRD1 ag = agonists of human mu-delta opioid receptor heterodimerization | P35372+P41143 | activation, % at 9.3 µM | AID 504326 | actives 0.3% (n = 340,000) | cells, OPRM1-OPRD1 heterodimerization, luminescence; in the data active = activation above about 18%;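 note: 0% = vehicle-treated cells and 100% = reference agonist; values of inactives mirror those of a sister screen read the other way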
HTR5A inv ctr = counter-screen for OPRM1-OPRD1 inverse agonists: human HTR5A inverse agonism. inhibition, % at 9.3 µM. actives 0.083% (n = 340,000). HTR5A cell line, luminescence. AID 504634. P47898; in the data active = inhibition mostly above about 23%, no sharp cut-off; inactive = mostly below about 18%;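 note: 0% = cells with DMSO and 100% = no-cell wells with DMSO; some compounds called inactive have numbers as strong as hits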
Target sequence (P47898 whole entry, looked up): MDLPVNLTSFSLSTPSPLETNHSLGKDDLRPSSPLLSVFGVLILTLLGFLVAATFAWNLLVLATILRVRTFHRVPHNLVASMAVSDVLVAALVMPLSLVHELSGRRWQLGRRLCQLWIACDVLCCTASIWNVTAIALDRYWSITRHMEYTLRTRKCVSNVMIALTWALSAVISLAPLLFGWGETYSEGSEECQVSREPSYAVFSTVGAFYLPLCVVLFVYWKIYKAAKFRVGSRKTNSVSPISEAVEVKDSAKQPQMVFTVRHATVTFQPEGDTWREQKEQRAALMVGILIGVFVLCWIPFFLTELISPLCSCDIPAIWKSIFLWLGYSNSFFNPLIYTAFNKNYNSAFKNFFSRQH
LANA DNA inh = inhibitors of KSHV LANA C-terminal domain DNA binding | MBP-C-LANA/FAM-LBS DNA binding, fluorescence polarization | actives 0.078% (n = 340,000) | inhibition, % at 9 µM;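 active = highest replicate inhibition at or above 60% at 9 µM, even if other replicates fall short; inactive = all replicates below 60% inhibition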;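 note: 0% = neutral control wells and 100% = 4 µM acridine orange control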
V-ATPase pH = alters yeast V-ATPase proton transport; S. cerevisiae, pHLuorin cytosolic pH fluorescence; actives 0.37% (n = 350,000); response, % at 10 µM; in the data active = response mostly above about 7.3%, no sharp cut-off; inactive = mostly below about 5.4%; note: actives read high; inactives centre near 0; some compounds called inactive have numbers as strong as hits; reference of the scale not given here
CAL-PDZ inh HTS = blocks peptide binding to the human CAL PDZ domain. Q9HD26. purified CAL PDZ, TMR-peptide fluorescence polarization, 1 h. inhibition, % at 24.9 µM. actives 0.92% (n = 300,000). AID 602252;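 active = mean inhibition of at least 30% with at least half of replicates also reaching 30%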;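 note: 0% = DMSO neutral control and 100% = excess unlabeled competitor peptide PRC23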
HTR5A ag ctr = activates human HTR5A in OPRM1-OPRD1 agonist counter-screen; P47898; actives 0.61% (n = 340,000); HTR5A agonist assay, luminescence, cell-based; AID 504692; activation, % at 9.3 µM; in the data active = activation mostly above about 9.5%, no sharp cut-off; inactive = mostly below about 7.6%;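 note: 0% = cells with vehicle only and 100% = reference agonist; strong numbers were not always called active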
Keap1-Nrf2 PPI = Keap1-Nrf2 (human) interaction inhibition | Q14145 | Keap1 Kelch-Nrf2 peptide fluorescence polarization, 1536-well | inhibition, % at 9.4 µM | actives 0.15% (n = 340,000) | AID 504523; in the data active = inhibition above about 12%;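 note: human Keap1 Kelch domain with fluorescein labeled Nrf2 9mer peptide probe; 0% = neutral control wells and 100% = peptide positive control; higher means more block of Keap1 binding to Nrf2 peptide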
Target sequence (Q14145 whole entry, looked up, the tested form may be a part): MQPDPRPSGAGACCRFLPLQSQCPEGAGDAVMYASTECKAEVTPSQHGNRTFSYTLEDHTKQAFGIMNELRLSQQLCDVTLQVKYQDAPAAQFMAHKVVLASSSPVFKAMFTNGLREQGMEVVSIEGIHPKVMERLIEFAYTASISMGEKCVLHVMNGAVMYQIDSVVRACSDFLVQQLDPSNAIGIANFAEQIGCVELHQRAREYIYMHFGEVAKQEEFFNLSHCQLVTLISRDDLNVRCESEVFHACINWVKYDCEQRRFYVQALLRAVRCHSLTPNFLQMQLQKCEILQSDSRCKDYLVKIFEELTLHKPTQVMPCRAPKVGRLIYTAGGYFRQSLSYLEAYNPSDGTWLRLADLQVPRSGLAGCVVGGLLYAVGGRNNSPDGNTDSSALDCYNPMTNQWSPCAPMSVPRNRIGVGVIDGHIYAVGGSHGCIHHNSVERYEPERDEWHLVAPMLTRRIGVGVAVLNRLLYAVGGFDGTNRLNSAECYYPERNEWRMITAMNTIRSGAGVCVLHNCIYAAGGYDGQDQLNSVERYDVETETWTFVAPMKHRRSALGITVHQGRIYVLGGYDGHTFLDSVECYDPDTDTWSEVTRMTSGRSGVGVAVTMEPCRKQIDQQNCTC
cardiac RTF act = cardiac RTF calcium sensitization; P19429+P45379; activation, % at 7.2 µM; IANBD-labeled TnC RTF fluorescence at EC20 calcium; 0% EC20 calcium, 100% full calcium; actives 0.24% (n = 340,000);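 active = activation above the mean over all tested compounds plus 3 SD, cut at about 30% in these data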;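 note: rise in fluorescence read as greater calcium sensitivity of cardiac thin filaments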
OPRM1-OPRD1 inv = mu-delta opioid heterodimer inverse agonism; cell-based MOR-DOR heterodimer luminescence; P35372+P41143; actives 0.21% (n = 340,000); inhibition, % at 9.3 µM; AID 504357; in the data active = inhibition above about 22%, passing the limit was not always enough;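 note: 0% = cells with DMSO and 100% = wells without cells with DMSO; values of inactives mirror those of a sister screen read the other way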
An asterisk follows results filed as active; · = not tested or not shown.

SMILES	RTF Ca sens inh	OPRM1-OPRD1 ag	HTR5A inv ctr	LANA DNA inh	V-ATPase pH	CAL-PDZ inh HTS	HTR5A ag ctr	Keap1-Nrf2 PPI	cardiac RTF act	OPRM1-OPRD1 inv
CCSc1ccc([C@@H]2[C@@H]3C(=O)N(C)C(=O)[C@@H]3[C@]3(C(=O)OC)CCCCN23)cc1	-1	3.4	13	-1.0	5	-4	7	0	-6	-19
CN(Cc1c(C(=O)N/N=C/c2ccc(O)cc2)nnn1-c1nonc1N)C1CCCCC1	1	1.7	-24	-1.5	-1	-2	-2	0	2	-9
C/C(=N\NC(=O)c1cccc(N/N=C(\C)c2ccncc2)c1)c1ccncc1	5	-5.9	-13	2.3	0	-3	1	-2	3	28
COc1ccc(/C=N/NC(=O)c2cccnc2)cc1CN1CCCc2ccccc21	-5	1.3	-38	1.2	-1	0	1	-3	-1	-7
COCCCN1C(=O)c2ccc(C(=O)OCC(=O)N(C)c3ccccc3)cc2C1=O	·	·	·	1.0	-1	4	·	1	·	·
OCCC1CN(Cc2ccccc2OC2CCCC2)CCN1Cc1ccsc1 (stereo unspecified)	12	1.6	0	0.2	8.4*	-1	-5	0	-5	-8
Cc1nc2ccc(-c3ccccc3)cc2o1	4	-2.3	-7	0.2	1	-1	1	-6	-1	9
CN(C)/C(=N\S(=O)(=O)c1ccc(Br)cc1)c1ccccc1	-8	-1.8	-13	3.5	-1	-2	5	-8	15	9
Cc1cccc(-c2ncc(CN3CCCC(CO)(Cc4ccccc4C)C3)cn2)c1 (stereo unspecified)	-3	2.1	6	-3.8	-3	-5	-2	-14	1	-15
COc1ccc(CNC(=O)c2sc3nc4c(c(C(F)(F)F)c3c2N)CCC4)cc1OC	4	-0.3	-12	0.9	-1	-2	-1	-3	3	1
O=C(CN1C(=O)C2CC=CCC2C1=O)Nc1ccc(F)cc1F (stereo unspecified)	-5	-1.9	-8	0.0	-2	4	3	-4	-5	8
O=C(CCNS(=O)(=O)c1cccc2nonc12)NCc1cccs1	-4	-2.3	-10	1.0	-2	-1	3	1	1	13
Cc1cc(C(=O)NC2CCN(Cc3ccccc3)CC2)n[nH]1	-4	-1.2	-3	-0.4	4	-2	2	0	2	6
O=C(COC(=O)c1cccc(S(=O)(=O)N2CCOCC2)c1)NCCc1ccccc1	0	1.0	8	0.2	-1	-3	0	0	-1	-3
CC(C)(C)c1cc2cccnc2n1Cc1cccc(Cl)c1	7	-2.6	-11	1.0	2	-3	3	3	-5	13
O=C(CSc1ncnc2sccc12)Nc1ccccc1F	-7	-2.1	13	-1.2	0	-5	1	-1	-3	11
O=C(Nc1ccccc1SCC1CSc2nc3ccccc3c(=O)n21)c1cccc(Cl)c1 (stereo unspecified)	-5	-4.2	7	1.4	3	0	-3	2	2	21
COc1cccc(/C=N/NC(=O)c2oc3nc(-c4ccccc4)cc(-c4ccco4)c3c2N)c1	-10	1.1	11	1.0	-2	11	-1	-4	2	-6
CCCOC(=O)c1c(NC(=O)CCCn2nc([N+](=O)[O-])cc2C)sc(C(=O)OC)c1C	1	0.2	-22	-0.7	2	-4	2	-6	-4	-1
COC(=O)c1ccccc1NS(=O)(=O)c1ccc2c(c1)oc(=O)n2C	-7	-0.8	3	-0.4	-5	·	1	3	0	4
Nc1ncc(Br)cc1S(=O)(=O)NCCC(=O)Nc1cccc(Cl)c1	10	-0.4	-6	-0.2	2	-7	2	-3	-5	2
CN(C)C(CNC(=O)c1cc(S(=O)(=O)N(C)c2ccccc2)ccc1Cl)c1cccs1 (stereo unspecified)	-7	2.8	26	-0.7	0	-2	-4	0	1	-14
c1csc(Cc2nn3c(-c4ccncc4)nnc3s2)c1	-3	-1.1	-10	0.3	1	2	3	-4	3	6
COc1ccc(S(=O)(=O)n2cnc(C)c2)cc1	-7	-2.1	-8	-0.3	8	0	3	-6	2	10
CCOc1ccc2oc(C(=O)OCC(=O)N(CC(C)C)c3c(N)n(Cc4ccccc4)c(=O)[nH]c3=O)c(C)c2c1	-6	-0.3	-14	1.6	-2	3	5	-4	0	1
COc1ccc(N=C2SC(CC(=O)Nc3ccccc3)C(=O)N2CC2CCCO2)cc1 (stereo unspecified)	-3	-0.9	-11	2.9	-4	-1	4	-3	0	5
CC(C)c1ccc(Nc2nnc(SCC(=O)NCC3CCCO3)s2)cc1 (stereo unspecified)	4	-3.0	8	0.6	2	·	-2	-3	3	16
Fc1ccc(-c2nc(-c3cccs3)[nH]c2-c2ccc(F)cc2)cc1	-18	6.0	15	0.5	2	-1	5	-5	-16	-30
Cc1cc(NC(=O)CSc2nc3ccccc3n2CC(=O)N2CCCCC2)no1	-8	·	·	0.4	2	0	·	1	-4	·
CC1Nc2ncnc(N3CCc4ccccc4C3)c2N(Cc2ccc(Cl)cc2)C1=O (stereo unspecified)	-23	0.1	-6	1.3	-5	0	-1	-5	8	-1
O=c1nc2n(c3ccc(Br)cc13)CCS2	-9	0.2	4	-0.1	-1	-1	-2	-4	6	-1
CC1CC(C)CN(C(=O)C2CCN(S(=O)(=O)N3CCC4(CC3)OCCO4)CC2)C1 (stereo unspecified)	0	-3.4	9	0.0	3	2	3	-2	2	17
CCCCC(=O)N1CCN(c2nc(-c3ccc(F)cc3)cs2)CC1	-7	2.0	12	0.0	-1	-5	-3	-3	-6	-10
CCCc1cc(=O)[nH]c(SCC(=O)c2cc(C)n(C(C)COC)c2C)n1 (stereo unspecified)	-1	-0.5	-3	-1.4	-3	-3	2	-4	1	2
O=C1c2ccccc2C(=O)c2c1cccc2N1CCCC1	7	6.6	6	-0.3	1	1	-2	-3	2	-33
O=c1c(Cc2ccc(Cl)cc2Cl)c(O)ccn1Cc1ccncc1	-1	-3.3	2	-0.3	-3	·	-1	-2	3	18
CCOc1ccc(S(=O)(=O)N2CCN(C)CC2)cc1NC(=O)c1ccccc1F	-11	0.4	4	1.1	3	3	-4	-5	8	-3
Cn1c2ccccc2c(=O)c2cc(C#Cc3ccc(N)cc3)ccc21	2	-0.7	-15	-0.7	0	-3	7	-10	4	4
O=C(Nc1ccc(-n2ccnc2P(=O)(O)c2ccccc2)cc1)c1ccccc1Cl	-1	-1.3	2	-0.5	-1	-2	-1	0	-2	6
CSc1nnc2c(n1)OC=Nc1ccc(Br)cc1-2	6	-1.8	-14	-0.1	-5	-1	-2	-5	-4	9
C/C(=N/NC(=O)CNc1ccc(C)cc1)c1ccc(Cl)cc1	-7	-4.0	18	-1.4	-1	-1	-1	-6	-1	18
Cc1ccc(-n2c(SCC(=O)NCC3CCCO3)nc3c(c2=O)SCC3)cc1 (stereo unspecified)	-2	-2.2	-12	0.2	4	-3	4	-1	2	13
CC(NC(=O)c1cc2cc([N+](=O)[O-])ccc2oc1=O)C1CCCO1 (stereo unspecified)	3	-2.5	2	-3.0	3	-4	-1	0	-2	12
Cc1ccc(S(=O)(=O)CNC(=O)c2ccccc2)cc1	-7	0.3	13	-1.1	-2	-2	-2	-1	12	-2
COCCNC(=O)c1sc2ncn(CC(=O)N3CCCCC3)c(=O)c2c1C	1	-0.8	5	-1.8	3	-6	-2	-2	4	4
Cc1[nH]nc(-c2ccc(O)c(C)c2O)c1Oc1ccccc1	-5	-0.1	-20	0.0	0	-2	-4	4	-4	0
Cc1ccc(OCCC(=O)OCC(=O)Nc2ccc(F)cc2)cc1	-11	0.4	18	0.0	4	-2	-7	2	-3	-3
COc1cccc(N2CCN(CC(=O)Nc3ccc(S(=O)(=O)N4CCCCCC4)cc3)CC2)c1	-5	0.3	5	0.5	4	·	3	1	-3	-1
COc1ccc(C2Nc3ccccc3NC3=C2C(=O)CC(C)(C)C3)cc1OC (stereo unspecified)	-3	-0.3	-3	2.7	8	3	1	-1	-3	2
O=C(Nc1ccc(Cl)cc1C(F)(F)F)C(Sc1cccc[n+]1[O-])c1ccccc1 (stereo unspecified)	-13	-0.6	8	0.8	0	0	-2	-7	5	3
Cc1ccc(-c2nc(CSCC(=O)N3CCCC3)c(C)o2)cc1	-7	-2.8	-4	0.4	-1	-2	-2	-1	2	13
O=C(NCc1ccccc1)Nc1cccn(Cc2ccccc2F)c1=O	6	-1.1	-15	-0.6	-1	-3	4	-1	2	6
CC(=O)c1ccc(N=Nc2ccc(C)cc2)cc1	-12	-2.6	10	1.5	-3	-1	3	-5	0	13
CCOC(=O)c1ccc(NC(=S)NCCCn2ccnc2)cc1	-4	0.4	-9	-0.1	-3	·	7	0	-4	-2
CC(CNC(=O)CCCn1ncn2c(cc3occc32)c1=O)c1ccccc1 (stereo unspecified)	2	-2.6	4	0.1	-1	·	-5	-8	3	13
COc1cc(NC(=O)c2ccc3c(=O)n(Cc4ccco4)c(=S)[nH]c3c2)cc(OC)c1OC	-9	-1.0	7	-0.4	-2	2	4	-5	-6	5
CC1CCCC(NC(=O)CNCc2ccccc2F)C1C (stereo unspecified)	-12	-1.6	4	-1.7	1	4	-1	-3	-2	8
O=C(O)c1ccccc1Sc1ncnc2sccc12	-6	-3.1	-2	-2.9	0	-3	5	2	-4	16
CCc1cc(CNC(=O)CCc2nnc(CCCc3ccccc3)o2)on1	-12	-0.1	-9	1.3	4	0	2	1	0	0
COc1cccc2sc3ccc(C#Cc4ccc(N)cc4)cc3c(=O)c12	8	2.7	-4	2.0	2	2	7	-4	-2	-15
Additional records follow.
SMILES	RTF Ca sens inh	OPRM1-OPRD1 ag	HTR5A inv ctr	LANA DNA inh	V-ATPase pH	CAL-PDZ inh HTS	HTR5A ag ctr	Keap1-Nrf2 PPI	cardiac RTF act	OPRM1-OPRD1 inv
O=C(CSc1ccc(Br)cc1)Nc1cccc(S(=O)(=O)N2CCOCC2)c1	12	-2.9	12	1.2	2	-5	-5	0	-7	15
C/C(=N/NC(N)=S)c1cc2ccc(O)cc2oc1=O	-24	1.6	-36	2.6	1	-3	13	-14	10	-9
CC1(C)CC2CC(C)(CN2C(=S)NC(=O)c2ccccc2Cl)C1 (stereo unspecified)	12	-2.1	-13	2.0	2	-6	-3	-4	-2	11
CCCN(CC(=O)Nc1ccccc1C)C(=O)c1ccc(N2CCCC(C)C2)c([N+](=O)[O-])c1 (stereo unspecified)	-28	-0.4	3	0.8	-1	·	-1	1	-19	2
Clc1cccc(Cl)c1C[n+]1ccc2ccccc2c1	-15	-2.5	6	-2.2	-1	0	-1	-4	5	12
O=C(c1ccc(N2CCCS2(=O)=O)cc1)N1CCN(c2ccccc2)CC1	-9	-2.2	-23	-0.4	5	6	-1	3	-6	14
COc1ccc(C(=O)N/N=C/C2CC=CCC2)cc1OC (stereo unspecified)	5	-1.4	3	-1.5	-1	3	-1	-2	0	7
CCS(=O)(=O)NCc1ccc2c(c1)cc(C)n2C	-9	-0.1	2	0.0	-1	2	3	2	2	1

Structures from the list above with a CF3 group, in the order listed:
SMILES	RTF Ca sens inh	OPRM1-OPRD1 ag	HTR5A inv ctr	LANA DNA inh	V-ATPase pH	CAL-PDZ inh HTS	HTR5A ag ctr	Keap1-Nrf2 PPI	cardiac RTF act	OPRM1-OPRD1 inv
COc1ccc(CNC(=O)c2sc3nc4c(c(C(F)(F)F)c3c2N)CCC4)cc1OC	4	-0.3	-12	0.9	-1	-2	-1	-3	3	1
O=C(Nc1ccc(Cl)cc1C(F)(F)F)C(Sc1cccc[n+]1[O-])c1ccccc1 (stereo unspecified)	-13	-0.6	8	0.8	0	0	-2	-7	5	3

An unsorted share of the library; overall some 2.8% were active at least once.
